Chronic BCR inh: blocks chronic active B-cell receptor signaling | Potency, µM (titrated, usually from 46.1 µM), for the others: top-dose ratio change, negative = lower green/red ratio, hits mostly inhibitors | ABC-DLBCL IkBa-CBG/CBR reporter, luminescence ratio, 4 h | 340,000 compounds, 0.05% hits; active = well fitted inhibition curve with a large enough effect in the signal ratio, with a control signal flat, not every such curve was filed as active; inconclusive = small, poorly fitted or top-dose-only effect, or effect the other way, or a change in a side signal; the % refers to the signal ratio;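 also: potency is read from the fitted curve at half-maximal effect; plate controls were basal doxycycline-induced cells for no effect and cells given 10 µM MG132 for full effect; MG132 reads +100%, hits lower the ratio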
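Concentration-response series (up to 46 uM) were applied to TMD8 dual-reporter cells for 4 h at 37C with doxycycline. Green/red ratio, after filter-overlap correction, defined %Activity; red signal alone was normalised to basal cells and zero luminescence.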
TSHR antagonist: antagonists of human thyroid stimulating hormone receptor | TSHR-expressing cells, TSH-stimulated cAMP HTRF, 2 h; hits give low values | activity change, negative = inhibition, % at 11.5 µM | 330,000 compounds, 0.2% hits | AID 504810;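 active = activity change below a set negative limit, meaning inhibition stronger than a set level, cut at about -70% in these data; inconclusive = activity change between two set negative limits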; also: % is scaled to controls: 0 for no effect and ±100 for the full control effect
Target sequence (P16473 whole entry, looked up): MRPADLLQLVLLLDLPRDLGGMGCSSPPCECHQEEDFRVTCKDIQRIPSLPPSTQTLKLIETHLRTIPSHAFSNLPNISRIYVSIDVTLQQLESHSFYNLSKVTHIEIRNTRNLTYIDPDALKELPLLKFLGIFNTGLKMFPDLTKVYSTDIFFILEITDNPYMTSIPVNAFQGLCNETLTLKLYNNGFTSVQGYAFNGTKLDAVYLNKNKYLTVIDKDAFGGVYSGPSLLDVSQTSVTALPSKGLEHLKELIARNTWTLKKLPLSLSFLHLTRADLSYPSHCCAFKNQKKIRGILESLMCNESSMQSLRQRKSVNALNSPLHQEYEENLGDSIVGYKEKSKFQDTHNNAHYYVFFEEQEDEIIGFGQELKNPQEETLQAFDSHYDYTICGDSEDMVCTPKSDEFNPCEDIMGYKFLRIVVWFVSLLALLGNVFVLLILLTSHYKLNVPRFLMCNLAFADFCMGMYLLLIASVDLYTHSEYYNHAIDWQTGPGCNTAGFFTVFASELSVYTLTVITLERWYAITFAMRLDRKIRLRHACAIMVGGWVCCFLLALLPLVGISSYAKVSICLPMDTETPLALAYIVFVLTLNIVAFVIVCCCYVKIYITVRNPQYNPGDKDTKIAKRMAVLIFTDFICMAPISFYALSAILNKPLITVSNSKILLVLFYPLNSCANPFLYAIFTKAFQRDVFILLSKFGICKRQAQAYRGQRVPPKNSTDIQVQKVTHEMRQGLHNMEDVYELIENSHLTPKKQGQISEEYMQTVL
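Inhibition of cAMP made by TSHR-expressing cells under TSH stimulation (4nM final, EC80; 2 h, 37 deg C) is quantified with a one-step lysis HTRF kit, anti-cAMP cryptate versus cAMP-d2.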
ASM inhibitor: blocks human secretory acid sphingomyelinase | P17405 | placental ASM, HMU-PC fluorogenic substrate, 60 min | Potency, µM (series often up to 57.5 µM), for the others: top-dose activity change, negative = inhibition, actives largely listed as inhibitors | 340,000 compounds, 0.006% hits; also: potency is read from the fitted curve at half-maximal effect
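Human placenta-derived ASM enzyme was preincubated with compound for 10 minutes at room temperature, then given fluorogenic substrate HMU-PC0 (9 uM final) for 60 minutes at 37 °C; a pH 10 stop preceded fluorescence reading at Ex 386/Em 447 nm.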
USP2a block: USP2a (human) protease inhibition; O75604; USP2 core, Ub-CHOP2 coupled fluorogenic reporter, 485/531; Potency, µM (top dose mostly 38.3 µM), for inactives: at the top dose activity change, negative = inhibition, actives largely listed as inhibitors; 330,000 compounds, 0.01% hits; AID 463254;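 also: potency is read from the fitted curve at half-maximal effect; plate controls were DMSO wells for no effect and full inhibition by NEM control for full effect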
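Deubiquitinase activity read as fluorescence (485/531 nm) after Ub-CHOP2 cleavage activates the enterokinase reporter on its substrate; USP2 core 10nM, Ub-CHOP2 and substrate 25nM each, 30min compound preincubation then 60min RT; data normalized to NEM, curves fitted.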
MBNL1-CUG inh: inhibitors of human MBNL1 binding to CUG repeat RNA; Q9NR56; TR-FRET MBNL1-His/biotin-(CUG)12 binding, 665/545 ratio; Potency, µM (titrated, usually from 57.5 µM), for the others: at the top dose activity change, negative = inhibition, usual class: inhibitors; 280,000 compounds, 0.036% hits; AID 2675; active = well fitted inhibition curve with a large enough effect in the signal ratio, with a control signal flat, not every such curve was filed as active; inconclusive = small, poorly fitted or top-dose-only effect, or effect the other way, or a change in a side signal; inactive = no such curve, though single readings can be large or run the other way; the % refers to the signal ratio; also: potency is read from the fitted curve at half-maximal effect; % is scaled to controls: 0 for no effect and ±100 for the full control effect
Target sequence (Q9NR56 whole entry, looked up): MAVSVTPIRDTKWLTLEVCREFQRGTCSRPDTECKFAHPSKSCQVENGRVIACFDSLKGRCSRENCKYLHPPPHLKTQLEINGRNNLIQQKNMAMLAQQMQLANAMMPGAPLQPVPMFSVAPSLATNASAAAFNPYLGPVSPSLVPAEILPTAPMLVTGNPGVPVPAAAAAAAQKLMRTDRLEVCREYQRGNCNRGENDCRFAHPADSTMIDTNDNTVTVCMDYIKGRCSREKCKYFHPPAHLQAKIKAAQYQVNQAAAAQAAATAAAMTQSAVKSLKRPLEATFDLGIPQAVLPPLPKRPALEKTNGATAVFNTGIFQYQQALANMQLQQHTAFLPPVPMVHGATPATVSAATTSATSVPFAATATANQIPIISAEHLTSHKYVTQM
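TR-FRET between His-tagged MBNL1 and biotin-(CUG)12 RNA, detected with Tb anti-His antibody (0.055 ng/ul) and streptavidin-XL665 (5 nM), 60 min at room temperature. Compounds titrated 92 nM to 58 uM; 665/545 nm ratio normalized to buffer and complex controls.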
GALK inh: blocks human galactokinase activity. P51570. Purified GALK, Kinase-Glo residual ATP luminescence. Potency, µM (titrated, usually from 57.5 µM), without a hit: at the highest dose activity change, negative = inhibition, actives largely listed as inhibitors. 270,000 compounds, 0.007% hits; also: potency is read from the fitted curve at half-maximal effect; % is scaled to controls: 0 for no effect and ±100 for the full control effect
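Quantitative HTS: GALK 5 nM, ATP 35 uM, galactose 100 uM, 1 h room temperature, then luciferase-based ATP detection.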
hERG WT inh: inhibitors of human wildtype KCNH2 potassium channel; Q12809; U2OS, BacMam KCNH2, thallium flux FluxOr; hits give low values; activity change, % at 1.84 µM; 340,000 compounds, 0.37% hits; AID 720551;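 active = maximum activity change below -70%; inconclusive = maximum activity change between -70% and -50%; inactive = maximum activity change above -50%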; also: % is scaled to controls: 0 for no effect and ±100 for the full control effect
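U2OS cells transduced with wild-type KCNH2 virus are loaded with FluxOr dye for 45 min, and thallium flux is measured in kinetic reads before and after stimulation buffer. Rate constants are normalized to DMSO controls.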
Mito fusion yeast: blocks mitochondrial division or promotes mitochondrial fusion; Potency, µM (titrated, usually from 46.1 µM), for inactives: top-dose growth rescue (activation), actives largely listed as activators; S. cerevisiae fusion-defective mutant growth rescue, CellTiterGlo 48 h; 320,000 compounds, 0.23% hits; AID 485298;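 also: potency is read from the fitted curve at half-maximal effect; % of control where 0% means no effect; nearly all actives have a fitted effect of over 45% in size; temperature-sensitive fusion mutants such as fzo1-1 at 37 °C on non-fermentable ethanol glycerol medium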
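S. cerevisiae fusion-defective temperature-sensitive mutants (e.g. fzo1-1, mgm1-5) grown 48 h at 37C in YPEG (ethanol/glycerol non-fermentable) medium with 23 nl compound per well; growth rescue read as CellTiterGlo luminescence.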
PKM2 activator: activators of human pyruvate kinase M2. P14618. purified PKM2, Kinase-Glo ATP luminescence, activation; response scale: 0% is enzyme alone, no compound. Potency, µM (doses to about 57.5 µM), without a hit: at the top dose activation, most hits filed as activators. 260,000 compounds, 0.34% hits. AID 1631; also: potency is read from the fitted curve at half-maximal effect; % is scaled to controls: 0 for no effect and ±100 for the full control effect; nearly all actives have a fitted effect of over 55% in size
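ATP formation by purified human PK-M2, quantified via coupled luciferase luminescence after 1 h at room temperature with 0.1 mM ADP and 0.5 mM PEP final.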
Eya2 inh: Eya2 (human) phosphatase inhibition; O00167; recombinant Eya2, OMFP fluorescence dephosphorylation (OMFP is methylfluorescein phosphate); Potency, µM (titrated, usually from 76.9 µM), for the others: at the highest dose activity, negative = inhibition, most hits filed as inhibitors; 330,000 compounds, 0.006% hits; AID 488837; also: potency is read from the fitted curve at half-maximal effect; % is scaled to controls: 0 for no effect and ±100 for the full control effect
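Eya2 protein (added as 0.2 uM solution) was preincubated with compound for 10 min at ambient temperature in 50 mM HEPES pH 7.5, 50 mM NaCl, 5 uM MgCl2, 0.05% BSA, 1 mM DTT. OMFP (added at 50 uM) then reacted 10 min; fluorescence read at 485/525 nm.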
Menin-MLL TR inh: displaces Texas Red mutant MLL peptide from human menin; Potency, µM (highest dose often 61.6 µM), for the others: at the highest dose FP activity change, negative = inhibition, usual class: inhibitors; Menin + Texas Red MLL mutant peptide, fluorescence polarization; AID 1768; O00255; 270,000 compounds, 0.23% hits; active = well fitted inhibition curve with a large enough effect in the polarisation, with a control signal flat, not every such curve was filed as active; inconclusive = small, poorly fitted or top-dose-only effect, or effect the other way, or a change in a side signal; inactive = no such curve, though single readings can be large or run the other way; the % refers to the polarisation; also: potency is read from the fitted curve at half-maximal effect; % of control where 0% means no effect; many of its hits are not listed in these tables
Active calls of the source: *; [ ] = another dose, or the depositor's remark. Unless noted, calls follow the shape of the dose curve; as a rule, active = well fitted curve in the direction sought with a large enough effect; inconclusive = small, poorly fitted or top-dose-only effect, or another doubt; inactive = no such curve, though single readings can be large; an effect the other way counts as inactive or inconclusive. A portion of the library; count on the stated rates, not on these rows.

Results for CSC(=NCc1cccnc1)NS(=O)(=O)c1cccs1 ?
Chronic BCR inh: -19%; TSHR antagonist: 1; ASM inhibitor: 0%; USP2a block: 0%; MBNL1-CUG inh: -7%; GALK inh: -1%; hERG WT inh: -2; Mito fusion yeast: 0%; PKM2 activator: -2%; Eya2 inh: 1%; Menin-MLL TR inh: 2%

How did Cc1cc(Sc2nccn2C)ncc1[N+](=O)[O-] do in these assays?
Chronic BCR inh: -6%; TSHR antagonist: 16; ASM inhibitor: 1%; USP2a block: 5%; MBNL1-CUG inh: inconclusive; GALK inh: 2%; hERG WT inh: 16; Mito fusion yeast: 3%; PKM2 activator: -9%; Eya2 inh: -1%; Menin-MLL TR inh: -16%

Results for O=[N+]([O-])c1cccnc1Oc1ccc(C2SCCS2)cc1 ?
Chronic BCR inh: inconclusive; TSHR antagonist: -10; ASM inhibitor: 2%; USP2a block: 2%; GALK inh: -1%; hERG WT inh: -153*; Mito fusion yeast: -1%; PKM2 activator: -4%; Eya2 inh: 1%

What do the screens show for `O=C(Nc1ccccc1)c1cccc(S(=O)(=O)N2CCCCC2)c1`?
Chronic BCR inh: 6%; TSHR antagonist: 27; ASM inhibitor: 1%; USP2a block: 3%; MBNL1-CUG inh: 1%; GALK inh: -1%; hERG WT inh: 1; Mito fusion yeast: 0%; PKM2 activator: -4%; Eya2 inh: -12%; Menin-MLL TR inh: 26%

Results for COc1ccc(N2CC(C(=O)Nc3ccc(S(=O)(=O)Nc4nccs4)cc3)CC2=O)c(OC)c1 (stereo not drawn) ?
Chronic BCR inh: 1%; TSHR antagonist: 7; ASM inhibitor: 2%; USP2a block: -1%; hERG WT inh: -12; Mito fusion yeast: -4%; Eya2 inh: 3%

Results for COc1ccc(C)cc1NC(=O)CSc1nnc(-c2cc3cccc(OC)c3o2)n1N ?
ASM inhibitor: -3%; MBNL1-CUG inh: -3%; GALK inh: 0%; hERG WT inh: -6; Mito fusion yeast: 0%; PKM2 activator: -1%; Menin-MLL TR inh: 4%

What do the screens show for `COc1cc(C=NNC(=O)Cn2nc(C)cc2C)ccc1OC(=O)C1CC1`?
Chronic BCR inh: -2%; TSHR antagonist: -7; ASM inhibitor: 30%; USP2a block: -2%; hERG WT inh: -38; Eya2 inh: -9%

What do the screens show for `CCCCCc1c(O)nc(SCCN(C)C)[nH]c1=O`?
Chronic BCR inh: -1%; TSHR antagonist: -2; ASM inhibitor: 3%; USP2a block: 7%; MBNL1-CUG inh: 5%; GALK inh: 5%; hERG WT inh: 3; Mito fusion yeast: 4%; PKM2 activator: -1%; Eya2 inh: -7%

Results for Cn1c2cc(B(O)O)sc2c2cnn(Cc3ccccc3F)c(=O)c21 ?
Chronic BCR inh: 26%; TSHR antagonist: -28; USP2a block: 3%; Mito fusion yeast: -1%; Eya2 inh: -5%

How did CCC(C)(C)C(=O)Nc1ncc(S(=O)(=O)c2ccc([N+](=O)[O-])cc2)s1 do in these assays?
Chronic BCR inh: inconclusive; TSHR antagonist: 24; ASM inhibitor: -2%; USP2a block: 5%; MBNL1-CUG inh: inconclusive; GALK inh: 2%; hERG WT inh: 5; Mito fusion yeast: -1%; PKM2 activator: 0%; Eya2 inh: -8%; Menin-MLL TR inh: inconclusive

Results for CCN(CC(=O)Nc1cc(C)c(Cl)cc1OC)CC(=O)NC1CCS(=O)(=O)C1 (stereo not drawn) ?
Chronic BCR inh: 2%; TSHR antagonist: 19; ASM inhibitor: 7%; USP2a block: 1%; MBNL1-CUG inh: -5%; GALK inh: -2%; hERG WT inh: -2; Mito fusion yeast: 6%; PKM2 activator: -1%; Eya2 inh: inconclusive; Menin-MLL TR inh: 3%

Results for CCS(=O)(=O)c1nc(S(=O)(=O)c2ccc(Cl)cc2)c(N2CCCC2)s1 ?
Chronic BCR inh: 2%; TSHR antagonist: 24; ASM inhibitor: 6%; USP2a block: 1%; MBNL1-CUG inh: -1%; GALK inh: -8%; hERG WT inh: -1; Mito fusion yeast: 6%; Eya2 inh: -1%

Results for CC(C)(C)NC(=O)C(=O)NN=C1CCCCCC1 ?
Chronic BCR inh: inconclusive; TSHR antagonist: -2; ASM inhibitor: 0%; USP2a block: 0%; MBNL1-CUG inh: 1%; GALK inh: -1%; hERG WT inh: -6; Mito fusion yeast: -4%; PKM2 activator: -28%; Eya2 inh: 2%; Menin-MLL TR inh: 9%

How did CCN1CCN(S(=O)(=O)c2ccc(OC)c(NC(=O)c3ccccc3F)c2)CC1 do in these assays?
Chronic BCR inh: 1%; TSHR antagonist: 1; ASM inhibitor: 4%; USP2a block: 2%; hERG WT inh: 13; Mito fusion yeast: -3%; Eya2 inh: 5%

How did O=C(NCC1CCCO1)c1onc(CSc2ccc(F)c(F)c2)c1C(=O)O (stereo not drawn) do in these assays?
Chronic BCR inh: -6%; TSHR antagonist: 9; ASM inhibitor: 11%; USP2a block: -1%; MBNL1-CUG inh: -6%; GALK inh: 0%; hERG WT inh: -5; Mito fusion yeast: -1%; PKM2 activator: 0%; Eya2 inh: 14%; Menin-MLL TR inh: 34%[activator]

How did CCCc1cc(=O)oc2cc(C)cc(OCC(=O)Nc3cccnc3)c12 do in these assays?
Chronic BCR inh: -11%; TSHR antagonist: -6; ASM inhibitor: -1%; USP2a block: 1%; MBNL1-CUG inh: 2%; GALK inh: -10%; hERG WT inh: -1; Mito fusion yeast: 1%; Eya2 inh: 2%; Menin-MLL TR inh: 14%

What do the screens show for `CCOC(=O)/C=C/COc1ccccc1[N+](=O)[O-]`?
Chronic BCR inh: -2%; TSHR antagonist: 2; ASM inhibitor: 2%; USP2a block: 2%; MBNL1-CUG inh: 16%; GALK inh: 1%; hERG WT inh: -1; Mito fusion yeast: -8%; PKM2 activator: -7%; Eya2 inh: -6%; Menin-MLL TR inh: 10%

How did O=C(C1CC1)N1CCc2cc(S(=O)(=O)N3CCOCC3)ccc21 do in these assays?
Chronic BCR inh: -14%; TSHR antagonist: 7; ASM inhibitor: 0%; USP2a block: 1%; MBNL1-CUG inh: -8%; GALK inh: -5%; hERG WT inh: -4; Mito fusion yeast: 3%; PKM2 activator: 9%; Eya2 inh: 11%; Menin-MLL TR inh: -13%

Results for Cc1cccc(OCC(O)CN2CCOCC2)c1 (stereo not drawn) ?
Chronic BCR inh: -1%; TSHR antagonist: 28; ASM inhibitor: 7%; USP2a block: 2%; MBNL1-CUG inh: -7%; GALK inh: 0%; hERG WT inh: -8; Mito fusion yeast: 10%; PKM2 activator: -11%; Eya2 inh: 8%; Menin-MLL TR inh: 2%

Results for C=CCN1C(=O)c2ccc(C(=O)N(C)CC(=O)Nc3ccc(OCC)c(OCC)c3)cc2C1=O ?
Chronic BCR inh: 8%; TSHR antagonist: 7; ASM inhibitor: -2%; USP2a block: 0%; hERG WT inh: 12; Mito fusion yeast: -4%; Eya2 inh: -21%

How did COc1ccc(OC)c(S(=O)(=O)N2CCC(C(=O)Nc3cc(C)ccc3C)CC2)c1 do in these assays?
Chronic BCR inh: 1%; TSHR antagonist: 28; ASM inhibitor: -3%; USP2a block: -6%; MBNL1-CUG inh: -5%; GALK inh: -2%; hERG WT inh: -3; Mito fusion yeast: -3%; PKM2 activator: -18%; Eya2 inh: -17%; Menin-MLL TR inh: 0%

Results for Cc1ccsc1C(=O)NCc1ccc(F)cc1 ?
Chronic BCR inh: inconclusive; TSHR antagonist: -10; ASM inhibitor: 0%; USP2a block: 5%; MBNL1-CUG inh: 1%; GALK inh: -3%; hERG WT inh: -4; Mito fusion yeast: 6%; PKM2 activator: -10%; Eya2 inh: 13%; Menin-MLL TR inh: -5%

Results for O=C(COC(=O)Cc1cccc(C(F)(F)F)c1)NCc1ccco1 ?
Chronic BCR inh: 5%; TSHR antagonist: 35; ASM inhibitor: -8%; USP2a block: 0%; hERG WT inh: -1; Mito fusion yeast: 0%; Eya2 inh: 9%

Results for O=C(Nc1ccc(NC(=O)C2CC2)nc1)c1cnccn1 ?
Chronic BCR inh: inconclusive; TSHR antagonist: -1; ASM inhibitor: 6%; USP2a block: -1%; MBNL1-CUG inh: 0%; GALK inh: -1%; Mito fusion yeast: 3%; PKM2 activator: 2%; Eya2 inh: -11%; Menin-MLL TR inh: -6%

Screening results deposited in PubChem BioAssay by National Center for Advancing Translational Sciences (NCATS).
